Screens deposited in PubChem BioAssay by several laboratories.
TWEAK Fn14 block: inhibitors of TWEAK-Fn14 interaction signaling | TWEAK-stimulated Fn14 reporter cells, luciferase luminescence, 8 h | inhibition, % at 10 µM | actives 2% (n = 360,000) | AID 1159606; in the data active = inhibition above about 50%
TLR9-MyD88 block: TLR9-MyD88 interaction inhibition | AID 504734 | actives 0.21% (n = 340,000) | CHO BLA complementation TLR9-MyD88, CCF4 FRET ratio | Q9NR96+Q99836 | inhibition, % at 4.98 µM;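 active = inhibition above the mean over all tested compounds plus 3 SD, cut at about 21% in these data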;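 note: 0% = DMSO only wells and 100% = clavulanate BLA inhibitor control wells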
Granule exo inh: blocks lytic granule exocytosis | AID 651702 | actives 0.66% (n = 360,000) | inhibition, % at 10 µM | TALL-104 LAMP-1 surface exposure, flow cytometry; cells stimulated with thapsigargin and PMA;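 active = inhibition above about 55%, limit read from the data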
NCOA2 inhibitor: inhibits human steroid receptor coactivator 2; inhibition, % at 9 µM; AID 651957; HEK293 GAL4-SRC2 luciferase reporter, luminescence; actives 0.17% (n = 370,000);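 active = inhibition above the mean inhibition of all tested compounds plus 3 SD, set per campaign, cut at about 52% in these data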;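 note: 0% = DMSO treated cells and 100% = cells given Gossypol at 36 µM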
ABHD5-PLIN5 inh: blocks binding of human ABHD5 to perilipin-5 | Split G. princeps luciferase complementation, luminescence, 4 h | actives 0.78% (n = 360,000) | inhibition, % at 4 µM | AID 602281 | Q00G26+Q8WTS1;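 active = inhibition above the mean inhibition across every tested compound plus 3 SD, cut at about 22% in these data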;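 note: 0% = DMSO only wells and the 100% control is not disclosed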
NOD2-RIPK2 inh: NOD2-RIPK2 protein interaction inhibition; O43353; CHO BLA complementation NOD2-RIPK2, CCF4 ratio; inhibition, % at 4.98 µM; actives 0.38% (n = 360,000); AID 624267; in the data active = inhibition above about 21%;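 note: 0% = vehicle only and 100% = reference blocker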
Target sequence (O43353 whole entry, looked up): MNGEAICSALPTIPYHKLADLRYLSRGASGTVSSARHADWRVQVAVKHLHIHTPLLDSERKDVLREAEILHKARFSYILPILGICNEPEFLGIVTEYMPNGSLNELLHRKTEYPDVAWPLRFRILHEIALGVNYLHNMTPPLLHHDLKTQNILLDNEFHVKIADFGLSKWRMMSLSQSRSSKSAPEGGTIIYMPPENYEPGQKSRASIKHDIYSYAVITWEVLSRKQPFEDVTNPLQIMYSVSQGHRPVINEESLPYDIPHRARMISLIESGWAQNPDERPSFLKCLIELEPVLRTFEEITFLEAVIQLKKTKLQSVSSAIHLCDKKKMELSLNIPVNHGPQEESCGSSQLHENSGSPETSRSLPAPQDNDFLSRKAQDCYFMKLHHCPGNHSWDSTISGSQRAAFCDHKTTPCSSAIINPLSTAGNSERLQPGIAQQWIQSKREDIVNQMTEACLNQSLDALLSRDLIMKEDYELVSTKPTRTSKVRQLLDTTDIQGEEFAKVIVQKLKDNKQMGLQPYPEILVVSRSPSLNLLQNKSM
NR5A2 inv ag: suppresses constitutive activity of human LRH-1 | inhibition, % at 3.6 µM | HEK293T StAR-luciferase reporter, LRH-1 transfected, 24 h | actives 0.13% (n = 360,000) | O00482 | AID 602396;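 active = inhibition above the mean inhibition of all tested compounds plus 3 SD, cut at about 73% in these data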;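 note: 0% = DMSO wells and 100% = reporter-only cells lacking LRH-1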
SRC1 inh: inhibitors of human steroid receptor coactivator 1 (SRC1). inhibition, % at 3.6 µM. actives 0.12% (n = 360,000). AID 588354. Q15788. HEK293 GAL4-SRC1 luciferase reporter, luminescence;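 active = inhibition above the campaign mean plus 3 SD, with each screening campaign given its own cutoff, cut at about 60% in these data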;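 note: 0% = DMSO treated cells and 100% = gossypol at 36 µM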
TROY NFkB inh: TROY signaling inhibition | Q293 LMP1-TROYcd NF-kB luciferase reporter, 4 h | inhibition, % at 10 µM | actives 0.98% (n = 360,000);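 active = compounds whose plate-normalised and pattern-corrected inhibition of the luciferase reporter signal at the single screening dose is 50% or more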
NCOA3 inh: inhibits human SRC3 coactivator | Q9Y6Q9 | inhibition, % at 3.6 µM | actives 0.17% (n = 360,000) | HEK293 GAL4-SRC3 luciferase reporter, luminescence;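 active = inhibition above a per-campaign cutoff, the mean of all compounds plus 3 SD, cut at about 60% in these data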;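 note: 0% = DMSO-treated cells and 100% = gossypol-treated cells at 36 µM; higher means less SRC3-driven luciferase light from the GAL4 reporter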
COUP-TFII inh: blocks human COUP-TFII nuclear receptor; HEK293T NGFI-A luciferase reporter, luminescence; AID 686940; actives 0.7% (n = 370,000); inhibition, % at 8.6 µM;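 active = inhibition above a per-plate cutoff, mean inhibition of test wells between control levels plus 3 SD, cut at about 38% in these data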;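 note: cells cotransfected with COUP-TFII expression vector driving the NGFI-A reporter; 0% = median of COUP-TF2 test wells and 100% = reporter-only cells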
Target sequence (P24468 whole entry, looked up): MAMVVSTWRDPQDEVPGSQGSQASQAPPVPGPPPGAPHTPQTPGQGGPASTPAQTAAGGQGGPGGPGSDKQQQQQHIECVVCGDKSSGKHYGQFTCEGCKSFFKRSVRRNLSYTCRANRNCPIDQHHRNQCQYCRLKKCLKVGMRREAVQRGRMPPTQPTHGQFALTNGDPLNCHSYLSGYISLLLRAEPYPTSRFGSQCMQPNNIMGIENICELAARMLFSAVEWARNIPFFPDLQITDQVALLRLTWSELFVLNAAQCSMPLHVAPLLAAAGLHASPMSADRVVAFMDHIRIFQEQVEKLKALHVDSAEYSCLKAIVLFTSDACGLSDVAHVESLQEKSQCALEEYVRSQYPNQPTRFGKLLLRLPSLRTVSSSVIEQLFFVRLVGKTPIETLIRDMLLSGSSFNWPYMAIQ
* = called active by the depositor; / = not tested or not shown. An excerpt, so the mix of outcomes need not match the whole.

SMILES	TWEAK Fn14 block	TLR9-MyD88 block	Granule exo inh	NCOA2 inhibitor	ABHD5-PLIN5 inh	NOD2-RIPK2 inh	NR5A2 inv ag	SRC1 inh	TROY NFkB inh	NCOA3 inh	COUP-TFII inh
CC(=O)CCc1oc2ccc([N+](=O)[O-])cc2c1-c1ccc(C)o1	-13.8	0.7	11.1	-34.6	-8.7	0.5	-1.9	-25.7	1.6	11.8	8.7
CN(c1ccc(C(=O)Nc2ccc(S(=O)(=O)N3CCCC3)cc2)cc1)S(C)(=O)=O	33.2	/	-4.7	30.5	-7.3	-9.6	28.6	5.3	21.0	25.2	46.7*
CCn1c(SC)nnc1-c1nn(-c2ccccc2)ccc1=O	-3.9	4.2	0.3	5.1	0.9	-5.0	4.1	-9.4	21.8	10.2	3.3
CN1C(=O)N(CC(=O)Nc2cccc(S(=O)(=O)N(C)c3ccccc3)c2)C(=O)C12CCCCC2	-19.3	8.5	-3.9	8.7	-7.3	8.5	16.3	6.3	-7.0	4.7	2.6
CCCCN(CC)CCNC(=O)c1cn(CCOC)c(=O)c2c1c1ccccc1n2C	3.7	-4.5	0.5	-29.7	-0.3	6.2	-16.5	-3.2	-0.9	-4.1	-6.7
CC12CC(NC(=O)N1c1cccc(C(=O)N3CCN(c4ccccn4)CC3)c1)c1ccccc1O2 (stereo not given)	8.7	-4.4	-0.8	-8.5	-4.2	-4.4	-8.1	-1.3	11.7	0.8	3.2
CCOC(=O)N1CCC(NC(=O)c2cc(S(=O)(=O)N3CCc4ccccc43)cn2C)CC1	6.7	-0.2	-2.4	-16.0	-1.1	-4.1	-14.5	-0.8	14.7	-44.3	6.8
Cc1ccc(S(=O)(=O)N(CC(=O)N2CCc3ccccc3C2)c2cccc(Cl)c2)cc1	22.1	6.1	27.0	6.7	-3.4	-0.3	-2.8	-3.9	-22.8	7.4	10.3
Cc1ccc(SCCC(=O)N2CCOCC2)cc1	-22.3	3.3	-1.3	-34.5	4.1	7.3	-14.7	-42.1	-34.8	-39.2	-34.0
O=C(O)Cn1cnc2c(oc3ccccc32)c1=O	-15.0	5.6	-4.3	-14.5	-2.4	-10.3	6.7	-22.2	-6.0	6.6	-2.1
NC(N)=NS(=O)(=O)c1ccc(N/C=C/C(=O)c2ccc(Cl)c(Cl)c2)cc1	-12.8	4.4	2.1	6.6	10.6	-2.8	-13.8	-8.3	17.5	-24.1	-3.4
COc1ccc(-c2cnc3c(-c4ccc(F)cc4)cnn3c2N)cc1	-15.8	1.4	-2.0	-56.6	0.1	2.4	-81.1	-108.0	-14.3	-97.8	-4.6
Oc1ccc(C[C@H]2CNCCN2CCc2cc(C(F)(F)F)cc(C(F)(F)F)c2)cc1	-6.2	12.2	-7.2	2.8	7.0	10.4	-6.2	-15.9	-11.5	-20.1	-3.7
CCOC(=O)C1C(=O)CC(O)(c2ccccc2)CC1c1ccccc1 (stereo not given)	-10.4	-7.7	1.8	-2.6	-0.2	2.7	-5.1	0.6	6.3	14.3	6.6
Cc1ccc2[nH]c(=O)c(-c3noc(C(C)C)n3)cc2c1	1.8	8.6	0.3	-26.6	-1.5	1.1	10.2	-13.3	-13.4	6.0	4.8
O=C1N[C@@H](Cc2ccccc2)C(=O)N2[C@H]1C[C@]1(Br)c3ccccc3N(S(=O)(=O)c3ccccc3)[C@H]21	30.5	-1.9	-0.4	-16.8	-11.5	-0.9	-0.9	-12.6	-3.3	5.3	8.6
COc1ccc(C(c2sc3ncnn3c2O)N2CCN(c3ccccc3F)CC2)cc1OC (stereo not given)	-37.7	0.8	3.6	-17.9	5.1	2.2	14.0	-0.3	-29.8	-27.4	-24.1
O=C1CCCC2=C1C(c1cccs1)n1ncnc1N2 (stereo not given)	-7.4	0.1	2.9	8.5	-3.6	3.2	-3.9	6.6	-2.8	5.7	-23.0
COc1ccc(-c2[nH]nc3c2C(c2ccncc2)C(C#N)=C(N)O3)cc1 (stereo not given)	10.6	1.4	-6.8	-15.9	-15.8	0.2	-0.7	-4.5	1.3	-8.1	15.2
O=C(NCc1ccccc1)c1cc(S(=O)(=O)N2CCC3(CC2)OCCO3)ccc1F	5.3	0.3	3.0	13.7	5.2	-6.6	-11.5	-1.4	8.0	13.7	25.9
Cc1cc2c(cc1C)N(Cc1ccc(Cl)cc1)C1=NCCCN12	5.4	7.2	4.4	-46.1	2.0	5.4	25.5	16.8	10.7	25.8	31.5
S=C(Nc1ccccc1Cl)N(CCCN1CCOCC1)Cc1ccco1	-10.8	-2.5	-3.7	12.5	-3.0	-4.9	-8.2	-12.3	-12.9	22.4	22.1
CCC(c1nnnn1-c1c(C)cccc1C)N1CCN(c2ccccn2)CC1 (stereo not given)	1.8	/	-1.3	-17.7	5.6	6.6	5.7	/	-4.7	/	13.4
CCCCOc1cccc(C2/C(=C(\O)c3ccc4c(c3)OCCO4)C(=O)C(=O)N2CCN2CCOCC2)c1 (stereo not given)	4.4	3.9	-1.6	-10.4	-3.7	1.4	-15.1	-17.1	-6.2	-25.1	-4.6
Cc1cc(C(=O)COc2ccccc2[N+](=O)[O-])c(C)n1-c1cccc(S(=O)(=O)N2CCOCC2)c1	82.7*	-10.9	9.9	-1.3	3.2	-3.5	5.1	0.7	42.2	8.1	-8.3
C[C@H](CO)N1C[C@H](C)[C@@H](CN(C)S(C)(=O)=O)Oc2ccc(NC(=O)C3CC3)cc2C1=O	7.4	-5.9	-1.2	2.1	0.5	-3.7	2.1	-0.3	-2.2	-4.3	18.1
CC(OC(=O)c1ccccc1C(=O)N(C)c1ccccc1)C(=O)Nc1ccc(C(N)=O)cc1 (stereo not given)	1.3	-0.8	-3.2	18.8	-3.6	-4.5	-9.0	-4.1	-0.8	7.1	-25.6
Cc1ccc(S(=O)(=O)c2ccc(C)cc2)cc1	0.4	1.8	-1.1	12.9	0.5	4.0	-5.7	0.4	-7.0	8.1	18.0
O=C(Nc1ccccc1)N1CCN2C(=O)c3ccccc3C12c1ccccc1 (stereo not given)	8.3	-10.2	0.0	-0.6	-6.3	-11.9	-4.5	-3.4	-6.0	12.1	0.7
O=C(CN1CCN(c2cccc(C(F)(F)F)c2)CC1)Nc1cccc(C(F)(F)F)c1	7.4	6.6	-2.1	11.0	-18.6	6.4	4.3	-11.1	0.6	3.2	9.7
Nn1c(Cc2ccccc2)n[nH]c1=S	-14.3	-5.5	5.6	4.3	0.0	2.7	-14.7	-7.0	5.1	10.2	5.5
C=CCc1cc(Cl)ccc1OCCCNC(C)CC (stereo not given)	3.8	8.2	-2.9	3.4	12.5	1.4	-4.7	8.6	-14.1	-13.3	0.1
COc1ccc(NC(=O)CCCCCN2C(=O)c3ccccc3C2=O)c(OC)c1	12.0	-14.6	-1.9	4.7	5.3	-3.4	-7.3	6.6	26.5	-4.0	-11.1
Cc1csc(NC(=O)c2cnccn2)n1	-7.3	4.6	1.1	-25.6	0.7	2.6	-43.1	-38.0	-28.6	-30.4	-18.1
Cc1cc(NC(=O)Cn2ccc([N+](=O)[O-])n2)no1	13.8	-3.3	-0.4	-13.8	-4.2	-9.0	-24.1	-18.3	-2.8	12.6	2.3
CCOC(=O)c1ccc(NC(=O)N2CCc3ccccc3C2)cc1	-2.9	-0.2	3.9	17.0	1.3	-13.1	-24.6	-56.2	-19.2	-32.1	-21.1
O=C(O)c1ccc(OS(=O)(=O)c2ccc(Cl)s2)cc1	-3.5	0.1	-2.0	16.2	3.0	-1.9	0.7	-10.4	-0.8	-36.9	3.5
CC1C(=O)N(Cc2cn(CC3CCCCC3)nn2)CCS(=O)(=O)N1Cc1ccc(-c2ccncc2)cc1 (stereo not given)	21.5	6.8	0.6	13.2	10.0	6.6	0.8	11.8	14.8	0.4	33.4
O=C1c2oc3ccccc3c(=O)c2C(c2cccc(F)c2)N1CCCO (stereo not given)	-3.9	2.9	-2.3	2.5	5.5	-12.7	2.4	-8.6	-3.2	-1.2	10.2
CCCCn1c(N)c(N(Cc2ccccc2OC)C(=O)C(C)Oc2ccc(Cl)cc2)c(=O)[nH]c1=O (stereo not given)	4.0	-1.9	-3.2	19.2	-6.6	-5.1	11.4	5.5	-2.4	28.3	7.7
COc1ccc(/C=C/c2nc(-c3ccccc3)cc(=O)[nH]2)cc1	-7.7	-6.5	-6.0	3.5	-4.7	-3.5	17.0	-6.2	13.8	5.7	24.3
Cn1c(=O)c2c(ncn2CC(=O)Nc2nccs2)n(C)c1=O	22.9	3.4	-2.7	-25.9	0.4	-9.0	-17.2	-2.1	-4.8	-6.4	2.8
CC(C)NC(=O)c1cnn2c1NC(c1cccs1)CC2C(F)(F)F (stereo not given)	-1.6	0.5	-2.0	-17.4	5.4	-2.5	26.6	-3.9	2.2	10.1	-2.5
O=C(NCC1CCCO1)c1cc(-c2ccc(Cl)cc2Cl)on1 (stereo not given)	-1.5	-11.2	-1.1	-41.2	0.9	-2.5	-167.8	-105.4	-63.6	-77.5	-31.6
CC(=O)Nc1ccccc1NC(=O)COc1cccc2ccccc12	-1.2	-6.5	-7.3	-4.0	4.5	-0.2	1.9	4.9	-5.4	12.7	11.5
COC(=O)COc1ccc(-c2nccc(-c3ccccn3)n2)cc1	60.7*	1.6	-1.5	61.2*	0.3	4.7	-0.8	19.4	8.6	26.1	25.6
Cc1cccc(COc2ccc(/C=N/NC(=O)c3nnn(-c4nonc4N)c3COc3ccc(F)cc3)cc2)c1	-56.9	-6.2	-2.9	-32.5	2.9	2.2	2.7	-28.4	-11.4	-2.5	0.3
CC(C)c1ccc(S(=O)(=O)N2CCN(C(=O)CCNC(=O)Nc3ccccc3)CC2)cc1	-8.3	5.1	-5.0	3.1	-10.2	2.3	-12.8	-25.9	-3.6	13.4	14.6
CCCc1nc2oc3c(Cl)ncnc3c2c2c1CCCC2	-6.5	0.5	46.7	11.1	2.3	-13.6	-1.9	-13.2	2.1	0.3	-3.2
Cc1nn(C(C)C(=O)NCC2CCCO2)c(C)c1[N+](=O)[O-] (stereo not given)	-8.2	-9.7	-0.7	0.7	-5.2	-0.9	-0.4	-3.9	-8.0	11.0	2.5
Cc1ccccc1N1CC(=O)Nc2c(oc3nc(-c4ccccc4)cc(C)c23)C1=O	-48.5	6.6	-1.5	-16.9	7.2	-4.9	-5.7	-2.1	16.4	3.7	-0.2

One compound at a time, as listed above. Order of screens: TWEAK Fn14 block	TLR9-MyD88 block	Granule exo inh	NCOA2 inhibitor	ABHD5-PLIN5 inh	NOD2-RIPK2 inh	NR5A2 inv ag	SRC1 inh	TROY NFkB inh	NCOA3 inh	COUP-TFII inh
`Cc1ccccc1N1CC(=O)Nc2c(oc3nc(-c4ccccc4)cc(C)c23)C1=O` in the list: -48.5	6.6	-1.5	-16.9	7.2	-4.9	-5.7	-2.1	16.4	3.7	-0.2
`Cc1nn(C(C)C(=O)NCC2CCCO2)c(C)c1[N+](=O)[O-]` (stereo not given) in the list: -8.2	-9.7	-0.7	0.7	-5.2	-0.9	-0.4	-3.9	-8.0	11.0	2.5
`Cc1cccc(COc2ccc(/C=N/NC(=O)c3nnn(-c4nonc4N)c3COc3ccc(F)cc3)cc2)c1` in the list: -56.9	-6.2	-2.9	-32.5	2.9	2.2	2.7	-28.4	-11.4	-2.5	0.3
`CC(C)c1ccc(S(=O)(=O)N2CCN(C(=O)CCNC(=O)Nc3ccccc3)CC2)cc1` in the list: -8.3	5.1	-5.0	3.1	-10.2	2.3	-12.8	-25.9	-3.6	13.4	14.6
